TRPC4 block – inhibitors of mouse TRPC4 channel, primary screen, Fluo4 calcium, HEK293 TRPC4beta/mu-opioid cells. AID 2247, 2010. B-score at 10 µM. Short transient receptor potential channel 4 (Mus musculus), Q9QUQ5. 300,000 compounds, 0.39% hits. DAMGO-evoked Fluo4 calcium flux; stronger effect = lower value;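 active = B-score over 3 SD under the library average, no early fluorescence shift, positive overall ratio signal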
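Assay system: Stable TRPC4beta/mu-opioid receptor HEK293 cells | Reagent: DAMGO in two steps, submaximal then maximal | Compound dosing: Single concentration per test compound | Signal: Fluo4 Ca2+ flux fluorescence | Evaluation: Per-well B score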
TRPC4 agonist – activators of mouse TRPC4 channel, primary screen, Fluo4 calcium, HEK293 TRPC4beta/mu-opioid cells; AID 2237, 2010; B-score at 10 µM; Short transient receptor potential channel 4 (Mus musculus), Q9QUQ5; Fluo4 calcium fluorescence; stronger effect = higher value; 310,000 compounds, 0.49% hits;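 active = B-score above 5 SD of library B-scores, and initial fluorescence ratio not above library mean plus 5 SD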;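 note: positive B-score marks a calcium rise read as TRPC4 activation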
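Assay system – TRPC4beta and mu-opioid receptor HEK293 stable cells · Measured by – Fluo4 fluorescence, kinetic · Schedule – dye loading 45 min room temperature, 110 s kinetic read · Read-out – B-scored integrated calcium fluorescence ratio · Controls – buffer and maximal DAMGO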
PolyA inh – polyadenylation inhibitors in yeast reporter cells, primary screen, luminescence, S. cerevisiae; S. cerevisiae SKY197-pL101 polyadenylation reporter, beta-gal luminescence; efflux-impaired pdr1/pdr3 knockout yeast; score 100 = 6 SD above DMSO; calls only at 12 µM; 300,000 compounds, 0.02% hits;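 active = lowest replicate activity score at least 50, where 100 means six control SD above control mean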;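 note: yeast exposed to compound for 9 h at 30 °C; higher score means more reporter readthrough which indicates perturbed polyadenylation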
TRPC6 inhibitor – mouse TRPC6 channel inhibitors, primary screen, cell-based, HEK293, membrane potential dye; ACh-evoked depolarization; stronger effect = lower value; B-score at 10 µM; Short transient receptor potential channel 6 (Mus musculus), Q61143; 310,000 compounds, 1.1% hits;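 active = B-score under library mean minus 3 SD, initial fluorescence not abnormally high, positive integrated signal ratio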;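 note: B-score derived from integrated fluorescence ratio over the kinetic read; more negative B-score means stronger inhibition of depolarization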
Target sequence (Q61143 whole entry, looked up): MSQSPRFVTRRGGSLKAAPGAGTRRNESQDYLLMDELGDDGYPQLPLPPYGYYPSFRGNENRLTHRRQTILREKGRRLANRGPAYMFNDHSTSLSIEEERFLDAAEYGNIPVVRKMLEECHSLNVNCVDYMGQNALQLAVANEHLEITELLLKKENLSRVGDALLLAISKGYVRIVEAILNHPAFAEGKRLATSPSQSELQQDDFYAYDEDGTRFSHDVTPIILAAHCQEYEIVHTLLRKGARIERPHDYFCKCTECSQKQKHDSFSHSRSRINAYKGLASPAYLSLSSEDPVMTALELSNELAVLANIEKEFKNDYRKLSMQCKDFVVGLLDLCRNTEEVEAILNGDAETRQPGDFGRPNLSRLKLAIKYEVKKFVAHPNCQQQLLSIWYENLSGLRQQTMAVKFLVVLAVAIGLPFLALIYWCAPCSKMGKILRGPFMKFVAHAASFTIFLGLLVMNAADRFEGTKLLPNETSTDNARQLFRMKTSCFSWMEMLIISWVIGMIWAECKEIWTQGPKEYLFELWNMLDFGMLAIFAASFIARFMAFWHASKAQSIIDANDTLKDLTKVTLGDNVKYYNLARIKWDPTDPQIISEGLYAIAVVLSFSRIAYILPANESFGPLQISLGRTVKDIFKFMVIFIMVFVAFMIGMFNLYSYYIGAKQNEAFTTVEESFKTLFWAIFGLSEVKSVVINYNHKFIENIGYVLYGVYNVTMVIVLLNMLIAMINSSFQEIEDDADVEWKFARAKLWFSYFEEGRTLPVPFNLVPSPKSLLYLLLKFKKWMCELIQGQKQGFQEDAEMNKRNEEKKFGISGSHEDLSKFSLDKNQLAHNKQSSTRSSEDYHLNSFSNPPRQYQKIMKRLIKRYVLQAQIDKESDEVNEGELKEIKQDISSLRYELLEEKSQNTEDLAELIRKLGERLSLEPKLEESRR
TRPC4 PAM – positive allosteric modulators of TRPC4, primary screen, cell-based, mouse TRPC4beta, HEK293 mu-opioid, Fluo-4 calcium | 310,000 compounds, 0.42% hits | DAMGO EC20, Fluo-4 Ca2+ flux; stronger effect = higher value | Short transient receptor potential channel 4 (Mus musculus), Q9QUQ5 | B-score at 10 µM | AID 2227, 2009;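 active = B-score of calcium response area above 5 SD of library B-scores, with initial fluorescence ratio within 5 SD of library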;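 note: B-score of integrated fluorescence ratio over time as area under calcium response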
MrgX1 antagonist – antagonists of human MrgX1 receptor, primary screen, HEK293 cells, Fluo-4 calcium flux | Mas-related G-protein coupled receptor member X1 (Homo sapiens), Q96LB2 | BAM8-22 antagonism; stronger effect = lower value | B-score at 10 µM | 310,000 compounds, 1.3% hits | AID 588676, 2011;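 active = calcium-response B-score plate-corrected more than 3 library SD below zero, starting fluorescence within 5 deviations, no agonist response on first addition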;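 note: peak minus trough fluorescence over baseline after final BAM8-22 challenge near maximal dose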
MrgX1 PAM – positive allosteric modulators of MrgX1, primary screen, HEK293 cells, Fluo-4 calcium flux. Mas-related G-protein coupled receptor member X1 (Homo sapiens), Q96LB2. FDSS; stronger effect = higher value. B-score at 10 µM. 310,000 compounds, 0.63% hits;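 active = plate-corrected calcium response at least 3 library SD above typical, normal starting fluorescence, not activating the receptor alone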;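 note: compound read alongside a low EC10 to EC30 dose of BAM8-22 agonist; peak minus trough fluorescence over baseline measured at the second addition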
TRPC6 activator – mouse TRPC6 channel activators, primary screen, cell-based, HEK293, membrane potential dye. Short transient receptor potential channel 6 (Mus musculus), Q61143. B-score at 10 µM. 310,000 compounds, 0.13% hits. HEK293-TRPC6 membrane potential dye fluorescence; stronger effect = higher value;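 active = B-score of the integrated fluorescence ratio above library mean plus 3 SD, and starting fluorescence ratio within library mean plus 5 SD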;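 note: higher score means more depolarization so channel activation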
HIF activator – HIF pathway transcriptional activators, primary screen, cell-based, U2OS HRE-luciferase, luminescence | activation, % at 7.5 µM (by protocol) | 300,000 compounds, 0.32% hits | U2OS HRE-luciferase reporter; normalized: DMSO 0%, desferrioxamine 100% | AID 1910, 2009;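 active = mean activation of at least 10% of the iron chelator positive control signal, with at least half of replicates also reaching 10%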
MrgX1 ag – agonists of human MrgX1 receptor, primary screen, HEK293 cells, Fluo-4 calcium flux | Fluo-4 calcium fluorescence, agonist mode; stronger effect = higher value | B-score at 10 µM | Mas-related G-protein coupled receptor member X1 (Homo sapiens), Q96LB2 | 310,000 compounds, 0.44% hits;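 active = calcium response B-score plate-corrected fluorescence ratio at least 3 library SD, with starting fluorescence B-score inside 5 SD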
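times = overnight plating, then 30 min 37 °C plus 30 min room-temperature dye loading | assay system = stable human MrgX1 HEK293 cell line | input = fifteen thousand cells per well | signal = kinetic calcium dye fluorescence, Fluo-4 NW | dosing = compound delivered in addition one of three | read-out = B-scored fluorescence response ratio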
AI-2 QS mod – Vibrio harveyi AI-2 quorum sensing modulators, primary screen, JMH597 strain, luminescence/OD600 ratio | Vibrio harveyi JMH597 AI-2 luminescence/OD600 ratio, 9 h; stronger effect = lower value; strain lacks LuxN and CqsS sensors; 0 = neutral-control median | activity change, % at 7.5 µM | 300,000 compounds, 0.4% hits | AID 2094, 2009; in the data active = activity change below about -75%, passing the limit was not always enough;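 note: luminescence divided by OD600 gain over 9 h not by final OD600 alone; inactives centre near 13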
* marks the source's active call; other numbers are inactive results; i = inactive; . = no result given. Only part of the results is shown. The share of hits here may be higher or lower than overall.

Order of results – TRPC4 block, TRPC4 agonist, PolyA inh, TRPC6 inhibitor, TRPC4 PAM, MrgX1 antagonist, MrgX1 PAM, TRPC6 activator, HIF activator, MrgX1 ag, AI-2 QS mod
COC(=O)Cn1cc(C(=O)C(C)(C)C)c2ccccc21
 : i, i, i, i, i, i, i, i, -0.6, i, 12.5
CN(C)S(=O)(=O)c1ccc(-c2csc(N/N=C/c3ccco3)n2)cc1
 : i, i, i, i, i, i, i, i, 0.1, i, -0.9
Cc1coc(C)c1C(=O)CC1(O)C(=O)Nc2cc(Cl)cc(Cl)c21 (stereo not given)
 : i, i, i, i, i, i, i, i, -0.3, i, 0.9
COCc1cc(=O)[nH]c2c1c(-c1ccccc1)nn2C
 : i, i, i, i, i, i, i, i, -0.2, i, 9.8
COc1nc(-c2ccccc2)nc(-c2ccccc2)c1C
 : i, i, i, i, i, i, i, i, 0.2, i, 10.6
O=C(NCc1ccccn1)c1ccc(Cn2c(=S)[nH]c3ccc(Br)cc3c2=O)cc1
 : i, i, i, i, i, i, i, i, -0.3, i, -0.1
O=C(CC1SC(=Nc2ccc(OC(F)F)cc2)N(CCN2CCOCC2)C1=O)Nc1ccccc1 (stereo not given)
 : i, i, i, i, i, i, i, i, -0.1, i, 3.1
COC(=O)c1ccc(COC(=O)c2ccc(CO)cc2)o1
 : i, i, i, i, i, i, i, i, 0.1, i, 32.5
Clc1ccc(C2=CC(c3ccco3)n3ncnc3N2)cc1 (stereo not given)
 : i, i, i, i, i, i, i, i, -25.8, i, 7.7
COCC(C)N1CCC(n2nccc2NC(=O)CCOc2ccccc2)CC1 (stereo not given)
 : i, i, i, i, i, i, i, i, -0.1, i, 7.6
CCN1CCN(Cc2c(O)ccc3c(=O)c(-c4ccc(OC)c(OC)c4)c(C(F)(F)F)oc23)CC1
 : i, i, i, i, i, i, i, i, -0.7, i, 14.7
Cn1c(=O)n(C)c2cc([N+](=O)[O-])c(N3CCN(S(C)(=O)=O)CC3)cc21
 : i, i, i, i, i, i, i, i, -0.7, i, 42.8
O=C(CSc1nncn1-c1ccccn1)Nc1cccc(Cl)c1
 : i, i, i, i, i, i, i, i, 0.4, i, 12.3
CCOc1ccc(N2CC(C(=O)Nc3cccc(S(=O)(=O)N4CCCCC4)c3)CC2=O)cc1 (stereo not given)
 : i, i, i, i, i, i, i, i, -0.1, i, 4.3
O=C(O)c1ccc(N2CCCCCC2)c(N2C(=O)c3ccccc3C2=O)c1
 : i, i, i, i, i, i, i, i, -0.3, i, 15.9
CCOC(=O)CCCNC(=O)COC(=O)c1ccc(O)cc1
 : i, i, i, i, i, i, i, i, 0.0, i, 6.6
CSc1nnc2c(n1)OC(c1ccccn1)N(C(C)=O)c1ccccc1-2 (stereo not given)
 : i, i, i, i, i, i, i, i, -0.2, i, 14.1
CCCOC(=O)Oc1ccc2c(=O)c(Oc3cc(C)cc(C)c3)coc2c1
 : i, i, i, i, i, i, i, i, -0.3, i, -7.1
Cc1ccccc1C(=O)N1N=C(c2ccc(NS(C)(=O)=O)cc2)CC1c1cccs1 (stereo not given)
 : i, i, i, i, i, i, i, i, -0.2, i, 9.6
COc1cccc(-c2noc(N)c2C#N)c1
 : i, i, i, i, i, i, i, i, 0.5, i, 19.5
CN(C)c1nnnn1-c1cccc(Oc2ncc(C(F)(F)F)cc2Cl)c1
 : i, i, i, i, i, i, i, i, -1.2, i, 29.8
CN(C)S(=O)(=O)c1cccc(COc2ncnc3c(Cl)cc(Cl)cc23)c1
 : i, i, i, i, i, i, i, i, 0.0, i, 46.5
CCc1nnc(NC(=O)CSc2nnc(CNc3ccc(Cl)cc3)o2)s1
 : i, i, i, i, i, i, i, i, -0.1, i, 18.3
CCc1cc(=O)oc2cc(OC(=O)CN3C(=O)NC4(CCCC4)C3=O)ccc12
 : i, i, i, i, i, -6.92*, i, i, 0.6, i, 9.1
CCOC(=O)C1=NOC2COC3(CCN(c4ncccn4)CC3)OCC12 (stereo not given)
 : i, i, i, i, i, i, i, i, -0.3, i, -0.3
Cc1noc(C)c1CSCC(=O)OCC(=O)N1CC(=O)Nc2ccccc21
 : i, i, i, i, i, i, i, i, 0.6, i, 17.4
Cc1ccc(-c2csc(=S)n2CC(=O)OCC(=O)NC(C)C(C)C)cc1 (stereo not given)
 : i, i, i, i, i, i, i, i, -0.1, i, -1.6
O=C(COC(=O)c1ccc(S(=O)(=O)N2CCCCC2)cc1)NCc1ccco1
 : i, i, i, i, i, i, i, i, 0.5, i, 28.7
O=C(Nc1ccc(N2CCCCC2)c(Cl)c1)c1ccc2c(c1)OCCO2
 : i, i, i, i, i, i, i, i, 4.7, i, 19.8
O=C(c1cccs1)N1CCCC(c2nc3c(nnn3Cc3ccc(F)cc3)c(=O)[nH]2)C1 (stereo not given)
 : i, i, i, -7.53*, i, i, i, i, -0.4, i, 25.4
COc1ccc(OCc2nnc3n2N=C(c2ccc(OC)cc2)CS3)cc1
 : i, i, i, i, i, i, i, i, 0.0, i, 21.3
O=C(Nc1ccnn1C1CCN(Cc2cc(Cl)ccc2O)CC1)c1cccnc1
 : i, i, i, i, i, i, i, i, 0.3, i, 12.8
O=C(/C=C/c1ccco1)NCCc1ccc(F)cc1
 : i, i, i, i, i, i, i, i, 0.9, i, -12.3
CCn1c(-c2nn(C)cc2Cl)n[nH]c1=S
 : i, i, i, i, i, i, i, i, -0.6, i, 17.4
O=c1[nH]c(=O)n(Cc2ccc(Oc3ccccc3)cc2)cc1Br
 : i, i, i, i, i, i, i, i, 0.0, i, -85.7*
O=C(CN1C(=O)NC2(CCCCCC2)C1=O)c1ccc2c(c1)OCCO2
 : i, i, i, i, i, i, i, i, 3.0, i, -1.9
Fc1ccccc1COc1ccccc1CNCc1ccncc1
 : -7*, i, i, i, i, i, i, i, 0.4, i, 35.3
CCCc1cc(=O)[nH]c(SCC(=O)c2cc(C)n(CC(F)(F)F)c2C)n1
 : i, i, i, i, i, i, i, i, 0.2, i, 15.9
Cc1ccc(-n2c(SCc3ccc([N+](=O)[O-])cc3)nc3ccccc3c2=O)cc1
 : i, i, i, i, i, i, i, i, 0.0, i, 9.4
Cc1occc1-c1nnc(SCC(=O)N2CCOCC2)n1CCc1ccccc1
 : i, i, i, i, i, i, i, i, -0.1, i, -9.7
CCOc1cc(N2CCOCC2)c(OCC)cc1NC(=O)CCS(=O)(=O)c1ccc(Cl)cc1
 : i, i, i, i, i, i, i, i, -0.7, i, 1.5
CCCCc1nc(Cl)c(C#N)c2c1CCC2
 : i, i, i, i, i, i, i, i, -0.5, i, 15.6
O=C(COc1ccc(Cl)cc1)NCc1nnc(SCC(=O)N2CCCC2)o1
 : i, i, i, i, i, i, i, i, -0.6, i, 43.0
CC(=O)c1ccc(N2CCN(C(=O)/C=C/c3ccc4ccccc4n3)CC2)cc1
 : i, i, i, i, i, i, i, i, 0.2, i, 8.1
Cc1ccc(-c2csc(/C(C#N)=C(\O)CCl)n2)cc1
 : i, i, i, i, i, ., ., i, 2.9, ., 5.7
CN(C)c1ccnc2sc3c(SCc4ccc(Cl)cc4)ncnc3c12
 : i, i, i, i, i, i, i, i, 0.7, i, 5.3
Cc1ccc(-c2nn(-c3ccccc3)cc2C(=O)N2CCOCC2)cc1
 : i, i, i, i, i, i, i, i, -0.7, i, 24.2
Cc1cc(C(=O)CS(=O)(=O)c2ccc(F)cc2)cc(C)c1O
 : i, i, i, i, i, i, i, i, 0.6, i, 17.3
O=C(NN=C1CCCCCC1)c1ccncc1
 : i, i, ., i, i, i, i, i, ., i, 4.6
O=C1c2ccccc2C(=O)N1CC(O)COc1ccc(Br)cc1 (stereo not given)
 : i, i, i, i, i, i, i, i, -1.2, i, 4.7

Next part.
Order of results – TRPC4 block, TRPC4 agonist, PolyA inh, TRPC6 inhibitor, TRPC4 PAM, MrgX1 antagonist, MrgX1 PAM, TRPC6 activator, HIF activator, MrgX1 ag, AI-2 QS mod
O=C(NCc1ccco1)C(c1ccccc1)N(C(=O)Cc1cccs1)c1ccccc1 (stereo not given)
 : i, i, i, i, i, i, i, i, 0.2, i, 31.2
CC(C)(C)Nc1nc(Oc2ccc(=O)[nH]n2)nc(N2CCOCC2)n1
 : i, i, i, i, i, i, i, i, -0.4, i, 12.6
Cc1ccc(C)c(C(=O)CCC(=O)Nc2ccc(F)cc2)c1
 : i, i, i, i, i, i, i, i, -1.4, i, -26.9
COCCn1c(-c2ccccc2)csc1=Nc1cccnc1
 : i, i, i, i, i, i, i, i, 0.5, i, 43.9
Oc1ccc(-c2[nH]ncc2-c2cnn(-c3ccccc3)c2)c(O)c1
 : -5*, i, i, i, i, i, i, i, 0.2, i, -7.0
CC1(C)CC(=O)c2sc(NC(=O)c3cccs3)nc2C1
 : i, i, i, i, i, i, i, i, 0.6, i, 43.8
CC1=C(C)CC(C(=O)NCc2ccccn2)C(C(=O)O)C1 (stereo not given)
 : i, i, i, i, i, i, i, i, -0.4, i, 20.1
COC(=O)Cn1cc(/C=C(/C#N)C(=O)N2CCOCC2)c2ccccc21
 : i, i, i, i, i, i, i, i, -0.6, i, 4.3

Screening results deposited in PubChem by several laboratories.
